High-throughput results deposited in PubChem BioAssay by The Scripps Research Institute Molecular Screening Center.
PAFAH2 inh: inhibitors of human PAFAH2; inhibition, % at 3.39 µM; 0.99% of 340,000 active; recombinant PAFAH2, FP-rhodamine activity probe, fluorescence polarization;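 active means inhibition above the mean over all tested compounds plus 3 SD, cut at about 30% in these data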;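 further: inhibitors block probe labeling of enzyme so polarization drops; 0% = enzyme with DMSO and 100% = wells lacking PAFAH2 protein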
procasp7 counter: counter-screen for procaspase-3 activators: activators of human procaspase-7; P55210; recombinant procaspase-7, Ac-DEVD-pNA absorbance 405 nm; D23A/D198A/D206A triple mutant, cannot self-cleave; scale: DMSO 0, 5 µM enzyme 100; activation, % at 8.5 µM; 0.093% of 330,000 active; AID 463210;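 active means percent activation above the screen-wide mean plus 3 SD, cut at about 25% in these data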
Target sequence (P55210 whole entry D23A/D198A/D206A): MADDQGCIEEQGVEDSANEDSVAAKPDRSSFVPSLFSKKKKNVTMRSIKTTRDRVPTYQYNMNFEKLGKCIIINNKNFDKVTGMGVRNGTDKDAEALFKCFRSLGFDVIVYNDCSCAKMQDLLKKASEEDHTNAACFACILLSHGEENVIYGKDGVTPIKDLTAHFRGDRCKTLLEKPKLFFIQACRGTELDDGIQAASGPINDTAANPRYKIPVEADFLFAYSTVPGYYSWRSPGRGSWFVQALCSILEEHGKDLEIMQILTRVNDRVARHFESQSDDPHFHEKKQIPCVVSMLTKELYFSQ
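Detection: p-Nitroaniline absorbance at 405 nm, read at 0 and 120 min; system: Uncleavable procaspase-7 mutant enzyme; evaluation: % activation from two-timepoint absorbance difference, scaled to controls; times: 1 h enzyme–compound preincubation and 2 h substrate reaction, both 25 °C; buffer or medium: Zinc-free HEPES pH 7.4 with 300 mM NaCl, 0.01% Triton X-100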
procasp3 activ: activates human procaspase-3; AID 463141; 0.11% of 330,000 active; recombinant procaspase-3 D3A, Ac-DEVD-pNA absorbance 405 nm; activation, % at 8.5 µM;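 active means activation above the mean of all tested compounds plus 3 SD, cut at about 21% in these data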;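 further: 0% = DMSO alone and 100% = DMSO wells spiked with extra 5 µM PC-3 D3A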
Target sequence (P42574 whole entry D9A/D28A/D175A): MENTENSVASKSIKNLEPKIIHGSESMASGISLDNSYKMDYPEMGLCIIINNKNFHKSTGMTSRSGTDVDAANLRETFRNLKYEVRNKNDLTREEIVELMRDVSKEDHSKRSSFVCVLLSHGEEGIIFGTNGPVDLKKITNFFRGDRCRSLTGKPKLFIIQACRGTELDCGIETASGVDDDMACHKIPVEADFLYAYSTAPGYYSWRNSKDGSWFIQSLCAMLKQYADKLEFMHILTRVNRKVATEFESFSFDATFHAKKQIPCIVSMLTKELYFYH
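Assay system: Autoprocessing-dead procaspase-3 D3A mutant enzyme; also added: Ac-DEVD-pNA; doses: one concentration, 8.5 µM nominal, 0.8% DMSO; times: 1 h compound preincubation, 2 h substrate hydrolysis at 25 °C; technique: 405 nm absorbance of p-nitroaniline, reads at 0 and 120 min; measure: % activation between DMSO and enzyme-spiked controls; repeats: single replicate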
CTSL1 counter: counter-screen for PFM18AAP inhibitors: inhibitors of F. hepatica cathepsin L1. inhibition, % at 5.96 µM. 0.49% of 300,000 active. recombinant F. hepatica cathepsin L1, Z-Leu-Arg-MCA fluorescence;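 active means inhibition above the mean of all tested compounds plus 3 SD, set per screening campaign, cut at about 17% in these data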;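 further: 0% = plate median of test compound wells and 100% = 1 µM Z-Phe-Ala-diazomethylketone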
TPT1 inh: inhibitors of Candida albicans tRNA 2'-phosphotransferase TPT1; AID 1962; 0.81% of 300,000 active; recombinant caTPT1, FP RNA substrate dephosphorylation; inhibition, % at 5 µM;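 active means inhibition above the mean of all tested compounds plus 3 SD, set per screening campaign, cut at about 24% in these data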;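 further: plate controls were DMSO alone for no effect and ferristatin control at 100 nM for full effect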
PP5 primary: PP5 (human) phosphatase inhibition | AID 1987 | 0.18% of 320,000 active | inhibition, % at 6.7 µM | P53041 | purified PP5c, OMFP substrate fluorescence;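 active means inhibition above the campaign's mean inhibition across all tested compounds plus 3 SD, cut at about 9.5% in these data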;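 further: 0% = DMSO only and 100% = 100 µM cantharidin control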
Target sequence (P53041 whole entry, looked up): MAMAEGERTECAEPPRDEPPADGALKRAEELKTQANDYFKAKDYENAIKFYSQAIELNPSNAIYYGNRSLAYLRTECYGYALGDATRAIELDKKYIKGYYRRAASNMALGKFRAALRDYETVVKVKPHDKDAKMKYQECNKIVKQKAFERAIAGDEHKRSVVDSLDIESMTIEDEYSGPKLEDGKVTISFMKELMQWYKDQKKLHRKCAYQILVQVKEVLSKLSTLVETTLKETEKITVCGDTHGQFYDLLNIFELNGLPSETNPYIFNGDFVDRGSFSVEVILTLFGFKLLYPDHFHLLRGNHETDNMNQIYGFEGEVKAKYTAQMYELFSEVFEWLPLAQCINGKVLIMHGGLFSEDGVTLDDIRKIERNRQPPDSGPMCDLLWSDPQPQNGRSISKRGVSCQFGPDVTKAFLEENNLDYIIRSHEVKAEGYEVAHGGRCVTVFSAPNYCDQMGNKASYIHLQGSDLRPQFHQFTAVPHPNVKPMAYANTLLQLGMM
AHR act: activators of human aryl hydrocarbon receptor | 2.5% of 320,000 active | AHR-responsive luciferase reporter cells, luminescence | activation, % at 5 µM; in the data active means activation above about 47%;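 further: 0% = vehicle wells and 100% = reference agonist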
PP1 counter: blocks human PP1-alpha phosphatase, a PP5 counter-screen; purified PP1alpha, OMFP fluorescence; P62136; AID 2235; inhibition, % at 6.7 µM; 0.9% of 320,000 active;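 active means inhibition above the mean inhibition of all tested compounds plus 3 SD, computed separately for each screening campaign, cut at about 15% in these data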
core dimer inh: HCV core protein dimerization inhibition; TR-FRET GST/Flag-core106 dimerization, 1536-well; AID 1899; 0.33% of 300,000 active; inhibition, % at 5 µM;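 active means inhibition above the mean of all tested compounds plus 3 SD, set per screening campaign, cut at about 45% in these data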
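assay system = GST-tagged and Flag-tagged HCV core protein residues 1-106 | controls = unlabelled core106 and no-GST-core106 wells | incubation = compound-protein-antibody incubation 4 h at 22.5 °C | probe or stimulus = Eu donor and XL665 acceptor anti-tag antibodies | read-out = % inhibition based on acceptor/donor emission ratio | signal = TR-FRET 671 and 617 nm emission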
* hit, by the source's call; x = no result given.

SMILES	PAFAH2 inh	procasp7 counter	procasp3 activ	CTSL1 counter	TPT1 inh	PP5 primary	AHR act	PP1 counter	core dimer inh
COc1ccccc1N1C(=O)S/C(=C\c2ccc(C)s2)C1=O	-4	-2	8	-1	34*	0.5	20	7	11
COc1ccc(N2CCN(C(c3nnnn3CCc3ccccc3)C(C)C)CC2)cc1 (stereo not given)	1	4	-2	4	0	3.0	2	0	6
N#CC(c1ccccc1)c1cnccn1 (stereo not given)	-2	3	5	-2	-3	-1.5	0	-1	-3
Cc1cccc(NS(=O)(=O)c2ccc(C)c(C(=O)NCc3ccncc3)c2)c1	-1	9	-2	-3	-4	-0.2	0	0	-3
O=C(NCCN1CCNC1=O)C1CCC(=O)N(CCc2ccccc2)C1 (stereo not given)	9	-7	-2	-1	2	0.3	-3	1	-14
CC(C)(C)[C@H]1C=C(C(=O)O)O[C@@H](OCc2ccc(CO)cc2)C1	5	-14	-6	3	-2	0.6	1	-3	-4
Cc1cc(=O)oc2cc(OCC(=O)OC(C)C(=O)Nc3ccc(S(N)(=O)=O)cc3)ccc12 (stereo not given)	4	-3	2	x	x	x	-1	x	x
COc1ccc(NC(=O)/C(C#N)=C/c2c(C)nn(-c3ccc(F)cc3)c2Cl)cc1OC	-6	11	8	-2	3	2.9	1	2	21
CCCc1nc2c(c(=O)c3ccccc3n2C)c(=O)n1-c1ccc(F)cc1	2	15	2	0	0	0.6	11	1	8
CCN1CCCC1CNC(=O)c1ccc2c(=O)n(CCOC)c(=O)[nH]c2c1 (stereo not given)	1	5	4	1	-5	0.1	-4	-2	-2
O=C(N/N=C/c1ccc2c(c1)OCO2)c1ccc2ccccc2n1	13	-10	2	0	-1	2.1	47	-5	13
O=C(COC(=O)CCc1nc2ccccc2c(=O)[nH]1)Nc1ccc(N2CCOCC2)cc1	10	4	3	1	5	0.6	3	1	1
O=C(Nc1ccc(C(=O)O)cc1)/C(=C\c1ccc2c(c1)OCO2)NC(=O)c1ccc(Br)cc1	-1	-3	4	0	-2	2.1	-1	2	7
CC(C)(C)NC(=O)Cn1cnc2cc([N+](=O)[O-])ccc2c1=O	-1	5	-1	2	-1	4.0	4	-7	4
N#Cc1sc(=O)[nH]c1Cl	10	-5	-6	-1	-10	0.7	1	5	-1
Cc1ccc(C(=O)NNC(=O)C2CCN(Cc3ccc(Cl)c(Cl)c3)CC2)cc1	-3	8	5	4	-7	-0.4	-1	-1	-1
c1ccc2c(c1)CCN(C1CCCCC1)C2	-4	-1	10	-3	-3	4.9	5	2	3
CCOCCCNC(=S)N1CCN(c2nc(-c3ccccc3)cs2)CC1	12	2	-9	3	-2	3.7	-4	-1	1
CCOC(=O)CNC(=O)c1cn(CC)c(=O)c2cc(OC)c(OC)cc12	-1	3	2	1	-8	2.4	1	0	-7
CC(=O)c1ccc(C(=O)Nc2sc3c(c2C(N)=O)CCN(Cc2ccccc2)C3)cc1	0	14	-5	3	132*	1.6	5	13	-2
Cc1cccc(-c2nc(CSCC(=O)N3CCN(Cc4ccc5c(c4)OCO5)CC3)c(C)o2)c1	5	-1	3	-1	4	4.5	4	4	9
O=C(c1cn(-c2ccc(Cl)c(Cl)c2)nn1)C1CC1	6	7	4	1	0	-0.1	84*	-1	6
Cc1cccc(-n2cc(CNCCN3CCOC3=O)c(-c3cccc(F)c3)n2)c1	2	6	3	4	-2	-2.0	3	-5	2
CCOC(=O)CCCCC(=O)c1[nH]c(=O)[nH]c1CSc1nc(C)cc(C)n1	3	-1	3	-4	4	1.7	5	-4	2
CCN(CC(=O)Nc1c(F)cccc1F)C(=O)c1ccc(C2SCCS2)cc1	2	5	-5	-1	-3	-0.9	6	-2	2
Clc1cccc(Oc2cnc3ccccc3n2)c1	1	7	6	0	-4	1.7	14	-3	-3
COC(=O)CN1C(=O)COc2ccc(S(=O)(=O)N3CCCC3)cc21	-12	-4	1	-5	-2	3.4	6	-3	-3
NC(=O)c1oc2ccccc2c1NC(=O)c1ccc(F)cc1	5	9	1	-1	1	2.0	106*	-1	3
CC(NC(=O)CN1C(=O)NC2(CCCCCC2)C1=O)c1ccccc1Cl (stereo not given)	-1	-11	8	x	x	-2.0	-1	-6	x
O=C(N/N=C/c1ccccc1OC(=O)c1ccc2c(c1)OCO2)c1cccc(F)c1	-4	-2	-6	-1	2	-0.2	6	-1	1
COc1cc2c(cc1OC)C(c1ccccc1OC(C)C)CC(=O)N2 (stereo not given)	2	-3	1	1	2	-2.1	10	1	6
CCC(C)NC(=O)CCS(=O)(=O)c1ccc(Br)s1 (stereo not given)	6	-2	6	0	1	4.0	-2	-2	-4
O=C1Nc2ccccc2/C1=N\N1CCOCC1	1	4	-2	1	-2	0.8	13	-3	-8
CC(C(=O)N1CCCc2ccccc21)N1CCN(c2ccccn2)CC1 (stereo not given)	3	-2	-6	-6	-3	-1.7	0	4	0
CCCCn1c(N)c(N(CC(C)C)C(=O)c2ccc(C)o2)c(=O)[nH]c1=O	4	2	1	x	x	3.6	0	-5	x
Cc1cc(OCC(=O)N(Cc2ccco2)C2CCS(=O)(=O)C2)cc(C)c1Cl (stereo not given)	x	7	7	4	1	-0.5	5	-3	-3
N#CC(C(N)=O)=C1CCC2(CC1)OCCCCO2	-7	-7	-1	0	-2	3.1	4	-2	-5
COc1cccc(N2C(=O)C(Cc3c[nH]c4ccccc34)NC2=S)c1 (stereo not given)	1	-4	-2	-5	2	1.2	8	-3	2
Cc1c(OC(C)C(=O)O)ccc2c(-c3ccccc3)cc(=O)oc12 (stereo not given)	-1	1	2	2	-3	-3.5	1	-3	-7
O=C(CN1C(=O)C(c2ccccc2)Oc2cccnc21)NCc1ccccc1F (stereo not given)	6	11	-3	-1	5	-0.5	1	2	10
CC(OC(=O)CN1C(=O)NC(C)(C)C1=O)C(=O)c1ccccc1 (stereo not given)	11	5	-1	-13	-3	-1.6	-2	-1	-4
COc1ccc(C(=O)c2ccc(Cl)cc2)c2ccccc12	-13	9	-2	2	1	0.2	1	1	8
N/C(=N\OC(=O)COc1ccc(Cl)cc1Cl)c1cccnc1	-182	2	1	-7	1	3.8	20	0	3
COC(=O)CSc1nnc(CNS(=O)(=O)c2ccc(Br)cc2)n1C	3	-3	-4	1	0	1.0	-2	-3	3
Cc1nn(-c2ccccc2)c(NC(=O)c2cccs2)c(-c2ccccc2)c1=O	3	1	2	-2	-1	1.0	-1	-2	-4
CC(C)CNC(=S)Nc1ccccc1F	1	4	10	-3	2	0.9	2	3	3
S=C(c1ccc(-c2ccc(Br)cc2)o1)N1CCCCC1	2	1	5	4	-1	0.8	27	1	2
CC(C(=O)N=Nc1c(O)[nH]c2ccccc12)n1cnc2ccccc2c1=O (stereo not given)	6	-4	11	-4	-2	-0.1	9	-4	-5
CCc1nnc(NC(=O)CSc2nnnn2C)s1	-5	3	-3	-3	-6	1.5	16	-7	-8
O=C(N/N=C/c1ccc(O)c(O)c1)NC12CC3CC(CC(C3)C1)C2	18	-12	-12	2	0	4.0	3	2	-3
COc1ccc(-c2nc(NC(=O)c3nc4nccc(C)n4n3)sc2C)cc1	-2	16	-9	0	-2	1.3	23	2	2
O=[N+]([O-])c1ccc(N2CCSCC2)cc1O	-3	1	3	3	5	1.2	0	-2	1
CCN(Cc1nc2ccccc2c(=O)[nH]1)C(=O)CN1C(=O)NC2(CCCCC2C)C1=O (stereo not given)	-9	-2	-1	x	x	-0.2	2	-4	x
CC(C)CN(CC(C)C)C(=S)NC1CCCCC1	3	-1	0	1	1	1.6	2	3	3
CCOC(=O)N1CCN(c2ccc(Cl)c(Cl)c2)CC1	-4	2	4	-1	1	3.0	-3	-1	1
CC(C)(C)c1ccc(C(=O)N2CCCCCC2=O)cc1	-4	1	5	-2	-5	4.2	-19	0	0
Cc1oc(C(=O)O)cc1COc1ccc2c(C)cc(=O)oc2c1	-6	0	1	1	-2	1.1	-1	-7	-4
CC1(C)CC(=O)C(C=NCC2CCNCC2)=C(O)C1	-6	11	3	0	1	-0.2	9	2	-10
COc1ccc(-c2ncc(CN3CCC(CO)(Cc4cccc(OC)c4)CC3)cn2)cc1	-3	1	-1	2	2	0.6	7	-1	0
O=C1CCCC2=C1Sc1ccccc1N2	x	-3	-7	2	-14	0.0	16	-4	-23

TPT1 inh: what is marked active above.
canonical_smiles,PAFAH2 inh,procasp3 activ,TPT1 inh,PP5 primary,AHR act,core dimer inh
COc1ccccc1N1C(=O)S/C(=C\c2ccc(C)s2)C1=O,-4,8,34*,0.5,20,11
CC(=O)c1ccc(C(=O)Nc2sc3c(c2C(N)=O)CCN(Cc2ccccc2)C3)cc1,0,-5,132*,1.6,5,-2

Back to the main list with the 3 entries that preceded the break.
SMILES	PAFAH2 inh	procasp7 counter	procasp3 activ	CTSL1 counter	TPT1 inh	PP5 primary	AHR act	PP1 counter	core dimer inh
CC1(C)CC(=O)C(C=NCC2CCNCC2)=C(O)C1	-6	11	3	0	1	-0.2	9	2	-10
COc1ccc(-c2ncc(CN3CCC(CO)(Cc4cccc(OC)c4)CC3)cn2)cc1	-3	1	-1	2	2	0.6	7	-1	0
O=C1CCCC2=C1Sc1ccccc1N2	x	-3	-7	2	-14	0.0	16	-4	-23
CN(C)CCNC(=O)c1ccc(CS(=O)(=O)c2ccc(Br)cc2)o1	-1	4	5	1	-2	1.0	0	15	-2
COc1cc(/C=C/C(=O)NCc2ccccn2)cc(OC)c1OC	-1	-5	8	-2	2	1.5	12	-2	-3
CN(CCC#N)C(=O)COC(=O)c1ccc2[nH]c3c(c2c1)CCCC3	x	2	-2	1	2	-1.2	1	-4	-3
Cc1cccc(C(=O)O[C@H]2[C@H](Cc3ccccc3)NS(=O)(=O)[C@H]3CC4C=C[C@]23O4)c1	-11	11	-3	x	x	x	1	x	x
CCNC(=S)Nc1cc(OCC)c(N2CCOCC2)cc1OCC	4	3	-5	1	-1	-2.5	4	-2	2
CCN(CC)CCN1C(=O)C2C(C(=O)Nc3ccc(C(C)C)cc3)C3C=CC2(O3)C1C(=O)NC1CCCCC1 (stereo not given)	5	10	-2	1	-3	3.0	0	0	-1
S=c1[nH]nc(Cc2cccs2)n1-c1cccc2ccccc12	4	-17	-19	-2	-1	-0.2	4	-1	9
Cc1nnc(Sc2nc3c(c(=O)[nH]c(=O)n3C)n2CCc2ccccc2)s1	12	11	7	1	3	4.9	3	5	-4
CCOC(=O)c1cnc(-n2nc(C)cc2C)nc1Nc1ccc(OC)cc1	-1	3	-3	0	-1	-0.3	1	9	-2
C=CCn1c(SCCCc2ccccc2)nc2c1c(=O)[nH]c(=O)n2C	3	4	1	3	1	0.1	10	1	11
O=C(CSc1nnc2ccc(-c3cccnc3)nn12)Nc1ccc(F)cc1F	0	-3	1	-2	2	-1.5	79*	-5	-6
COc1ccc(C)cc1S(=O)(=O)N1CCCC(C(=O)NC2CC2)C1 (stereo not given)	10	-11	2	-1	-3	-9.4	-1	8	-16
